Vif inh = HIV Vif self-association inhibitors, primary screen, imaging, HEK293T, single point; inhibition, % at 7.49 µM; HEK293T cells, Vif self-association by quenched fluorescence, 24 h; actives 0.35% (n = 340,000); in the data active means inhibition above about 50%, passing the limit was not always enough; further: some results filed as inactive read as strong as hits
TRPM1 prom inh = inhibitors of MITF-dependent TRPM1 promoter reporter, primary screen, cell-based, SK-MEL-5, single point, luciferase; actives 0.83% (n = 330,000); AID 488899, 2010; inhibition, % at 12.5 µM; SK-MEL-5 TRPM1 promoter luciferase, 24 h;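 active means mean inhibition across replicates of 60% or more, whatever share of single replicates reaches that level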; further: values of inactives mirror those of a sister screen read the other way
Peg3 prom inh = Peg3 promoter-driven luciferase inhibitors, primary screen, cell-based, HeLa, luciferase luminescence | actives 1.7% (n = 360,000) | AID 588405, 2011 | inhibition, % at 20 µM | HeLa PEG-Prom luciferase reporter, overnight;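 active means inhibition of at least 50% at 20 µM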
CaV13 FRET inh = Disruptors of the CACNA1D IQ motif to Ca2+-dependent inactivation inhibitor domain association, primary screening, Förster resonance energy transfer in intact living … | HEK cells, CFP/YFP FRET ICDI-IQ, plate reader, 10 min; percent FRET-ratio fall versus neutral wells | inhibition, % at 12.3 µM | actives 0.098% (n = 340,000) | AID 743397;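 active means mean replicate inhibition of at least 30% and at least 1% of replicates passing that level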;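 further: 0% = median of the neutral control wells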
CF NFkB block = inhibitors of PAF-induced NF-kB signaling, primary screen, cell-based, GFP fluorescence, uHTS. KKLEB NF-kB-GFP reporter, GFP fluorescence overnight. inhibition, % at 5 µM. actives 0.86% (n = 360,000);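 active means at least 50% inhibition at 5 µM, scaled per plate between neutral and stimulator controls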;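 further: PAF is a Pseudomonas aeruginosa culture filtrate used as stimulus; plate controls were PAF-stimulated DMSO wells for no effect and unstimulated DMSO wells for full effect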
HIF-2a block = HIF-2a reporter inhibitors, primary screen, luminescence, 786-0 RCC cells. 786-0 RCC cells HIF-2a reporter, luciferase luminescence, overnight. inhibition, % at 18.8 µM. actives 0.72% (n = 360,000). AID 624352, 2012;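 active means inhibition of the luminescence signal of 40% or more relative to plate controls, in a single-dose primary screen at 18.75 µM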
NR2E3 ag-1 = NR2E3 agonists in two-hybrid cells, primary screen, cell-based, luminescence, CHO-S, Gal4-NCOR/VP16-NR2E3; Photoreceptor-specific nuclear receptor (Homo sapiens), Q9Y5X4; luciferase; inhibition of corepressor binding, % at 3.98 µM; actives 0.35% (n = 360,000); AID 602229, 2012;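 active means inhibition above the mean of all tested compounds plus 3 SD, cut at about 70% in these data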;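 further: 0% = DMSO with NR2E3 transfected cells and 100% = cells lacking NR2E3 construct; higher means lower luciferase signal from less NR2E3 corepressor binding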
Target sequence (Q9Y5X4 whole entry, looked up, the tested form may be a part): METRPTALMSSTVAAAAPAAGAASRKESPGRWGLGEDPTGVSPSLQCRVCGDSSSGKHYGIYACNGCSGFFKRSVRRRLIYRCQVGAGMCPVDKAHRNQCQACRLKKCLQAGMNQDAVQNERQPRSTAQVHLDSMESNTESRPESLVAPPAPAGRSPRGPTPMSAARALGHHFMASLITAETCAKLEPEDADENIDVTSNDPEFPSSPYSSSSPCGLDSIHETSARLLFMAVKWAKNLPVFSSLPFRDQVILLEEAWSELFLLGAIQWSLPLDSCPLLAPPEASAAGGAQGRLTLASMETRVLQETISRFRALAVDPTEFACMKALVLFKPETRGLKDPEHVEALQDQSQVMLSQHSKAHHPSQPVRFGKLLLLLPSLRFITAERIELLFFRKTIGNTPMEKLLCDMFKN
KKLEB cytotox = cytotoxicity in KKLEB CF airway cells, primary screen, cytotoxicity control for CF NF-kB inhibitor project, cell-based, uHTS, fluorescence assay plates; KKLEB CF airway cells viability, ATPlite luminescence, overnight; stronger effect = lower value; cells stimulated with P. aeruginosa culture filtrate; activity change (cytotoxicity), % at 5 µM; actives 0.36% (n = 360,000); AID 602141, 2011;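 active means corrected activity change at or below -50% at 5 µM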
NR2E3 ag-2 = inhibitors of NR2E3-RetCOR corepressor binding, primary screen, NR2E3 agonist project, biochemical, TR-FRET, GST-NR2E3, biotin-RetCOR; Photoreceptor-specific nuclear receptor (Homo sapiens), Q9Y5X4; 1536-well; inhibition of corepressor binding, % at 4.78 µM; actives 0.12% (n = 320,000); AID 2300, 2010;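 active means percent inhibition above the cutoff of mean plus 3 SD of all tested compounds, set per screening campaign, cut at about 20% in these data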;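 further: 0% = DMSO wells and 100% = biotin wells as full block of FRET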
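System: GST-tagged NR2E3 plus biotinylated RetCOR corepressor; Amount: 1.35 nM GST-tagged NR2E3 final; Dosing: single nominal compound dose of 4.8 µM; Schedule: 5 h incubation at 4 °C; Technique: TR-FRET with europium anti-GST and streptavidin-D2, 340 nm excitation; Controls: biotin wells as high control, 0.6% DMSO wells as low control.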
Shn3 3UTR inh = reduction of Shn3 3'UTR firefly luciferase signal, primary screen, Schnurri-3 inhibitor project, cell-based, Clone20 osteoblasts, set 2. Clone20 osteoblast Shn3 3'UTR firefly luciferase, 24 h. inhibition, % at 12.5 µM. actives 0.52% (n = 360,000). AID 588674, 2011;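 active means mean inhibition of at least 75% with every replicate also reaching 75%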;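 further: 0% = median of neutral control wells and 100% = pilot-screen positive control compound; some compounds past the cut are filed as inactive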
PDI turbidity = inhibitors of human PDI, primary screen, biochemical, turbidity, single point, plate reader | Protein disulfide-isomerase (Homo sapiens), P07237 | PDI insulin aggregation turbidity, A650, 90 min | inhibition, % at 10 µM | actives 0.052% (n = 350,000) | AID 588391, 2011;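 active means mean inhibition across replicates of 30% or more, whatever share of single replicates reach that level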;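 further: absorbance from insulin aggregation driven by PDI reduction with DTT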
Target sequence (P07237 whole entry, looked up): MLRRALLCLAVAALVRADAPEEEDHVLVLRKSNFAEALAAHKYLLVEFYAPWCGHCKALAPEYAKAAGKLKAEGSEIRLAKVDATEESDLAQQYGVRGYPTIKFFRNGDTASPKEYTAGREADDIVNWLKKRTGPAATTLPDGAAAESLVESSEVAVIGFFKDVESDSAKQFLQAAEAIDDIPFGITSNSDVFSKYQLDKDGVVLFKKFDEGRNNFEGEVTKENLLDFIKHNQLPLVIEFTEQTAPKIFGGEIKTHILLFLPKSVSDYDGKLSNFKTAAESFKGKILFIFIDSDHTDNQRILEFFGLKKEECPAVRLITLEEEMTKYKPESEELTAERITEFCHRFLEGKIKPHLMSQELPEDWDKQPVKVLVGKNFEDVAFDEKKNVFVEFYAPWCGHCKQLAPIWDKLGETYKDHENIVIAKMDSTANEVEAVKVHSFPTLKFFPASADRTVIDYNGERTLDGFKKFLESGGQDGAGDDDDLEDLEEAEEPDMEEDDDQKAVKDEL
* hit, by the source's call; nt = not tested or not shown.

SMILES | PDI turbidity | CaV13 FRET inh | Vif inh | KKLEB cytotox | CF NFkB block | NR2E3 ag-2 | HIF-2a block | NR2E3 ag-1 | Shn3 3UTR inh | TRPM1 prom inh | Peg3 prom inh
COc1ccccc1CNC(=O)CSc1ccc(-c2cccc([N+](=O)[O-])c2)nn1 | -2 | 1 | 0 | 16 | 7 | -1 | 16 | -29 | -3 | -3 | -6
CCOC(=O)N1CCN(C(=O)CSc2nnc(Cc3cccn3C)n2CCc2ccccc2)CC1 | 15 | -12 | 0 | 5 | 2 | 0 | 15 | -19 | 5 | 1 | 9
O=C(O)c1ccc(CSc2nnc(-c3cccnc3)n2-c2ccc(Br)cc2)cc1 | 7 | -5 | 7 | 15 | 16 | 2 | -25 | 7 | 9 | 2 | -20
CCCCC(=O)NC(c1ccc(C(C)C)cc1)c1ccc2cccnc2c1O (configuration not stated) | -4 | -21 | -15 | -15 | -8 | 2 | 13 | -10 | 83 | 70* | 53*
CCOC(=O)CCc1c(C(=O)OCC)[nH]c(CC)c1C(=O)OCc1ccccc1 | 5 | -5 | -18 | -13 | 23 | 5 | 5 | 11 | 0 | -3 | 22
CCC(C)(C)n1nnnc1C(c1cc2cc(C)ccc2[nH]c1=O)N1CCCc2ccccc21 (configuration not stated) | 9 | -8 | -4 | 0 | -9 | 1 | 7 | -24 | -9 | 12 | 10
Cc1oncc1-c1csc(-c2ccccc2)n1 | -5 | 6 | -15 | 0 | -10 | 2 | -198 | -46 | -6 | -27 | -166
Cc1cc([N+](=O)[O-])nn1CCCC(=O)NC(C)c1ccccc1 (configuration not stated) | 15 | -3 | -9 | 6 | -10 | 2 | 8 | -8 | 1 | -11 | 2
COC(=O)c1ccc(C(=O)OC)c(=O)[nH]1 | -10 | -4 | 6 | 15 | -9 | -1 | 14 | -13 | -6 | 11 | 1
O=C(Nc1ccccc1Br)C1CCN(C(=O)Cc2ccccc2)CC1 | 2 | -2 | 3 | 8 | -4 | 4 | 4 | -14 | 6 | 11 | -2
CCn1c(=O)c(=O)[nH]c2cc(C(=O)N(C)Cc3ccc(OC)c(F)c3)ccc21 | -1 | -5 | 1 | -4 | 1 | 1 | 7 | -31 | -4 | -2 | 4
CN(C)C(CNC(=O)c1cccc(S(=O)(=O)N2CCc3ccccc3C2)c1)c1ccccc1 (configuration not stated) | -3 | -13 | nt | -1 | -12 | nt | 12 | 5 | 3 | nt | 15
CC(=O)N1CCC(=NNc2ccc(S(=O)(=O)N3CCOCC3)cc2[N+](=O)[O-])CC1 | 11 | -3 | 4 | 12 | 4 | 2 | 15 | -11 | -29 | 2 | 8
CC(OC(=O)/C=C/c1ccccc1)C(=O)NC1CCCCC1C (configuration not stated) | 12 | -2 | -9 | 1 | 18 | 2 | 9 | -17 | 8 | 0 | 7
CCOC(=O)C(=O)NCc1ccc(/C=C2/N=C(C)C(C(=O)OCC)=C2O)o1 | 7 | -7 | -8 | 6 | 0 | 0 | 15 | -12 | 6 | 7 | -5
N#Cc1nc(-c2ccccc2F)oc1NCCc1ccccc1 | -1 | -5 | 0 | 3 | -20 | 4 | -257 | -104 | -9 | -42 | -170
CC1(C)Nc2ccccc2N(CC(=O)N2CCCCC2)C1=O | -5 | nt | -1 | -6 | 6 | -1 | 5 | -19 | -23 | 10 | 16
Cc1ccc(NC(=O)/C(C#N)=C/c2cccs2)c(C)c1 | -1 | -2 | nt | -8 | 6 | -2 | -291 | -84 | -68 | -51 | -317
O=C(COc1ccc(Br)cc1)NCCCNC(=O)c1cnccn1 | 5 | -2 | -6 | -3 | -8 | 3 | 9 | -14 | 7 | 12 | -14
Cc1nn(C)cc1CNC(=O)C1(C)CC1(Cl)Cl (configuration not stated) | 1 | -4 | -3 | 3 | -13 | -2 | 5 | 1 | 8 | 3 | 5
CC(C)CC1NC(=O)N(CC(=O)N2CCCc3ccccc32)C1=O (configuration not stated) | 1 | -5 | -2 | -13 | 2 | 3 | 8 | -10 | -4 | -14 | 5
COC(=O)C1Cc2c([nH]c3ccccc23)CN1 (configuration not stated) | -9 | nt | 3 | 13 | -59 | 1 | -80 | 2 | 7 | 4 | -25
CC(=O)O/C(=C\c1cn(C(C)=O)c2ccccc12)C(=O)O | 4 | -4 | -10 | 4 | -30 | 1 | 16 | 26 | 6 | -2 | -2
COc1ccc2c(c1)C(C1=C(O)CC(C)(C)CC1=O)C1=C(CC(C)(C)CC1=O)O2 (configuration not stated) | 3 | -7 | -4 | -11 | -9 | 3 | -6 | 5 | -9 | -9 | -5
C=Cc1ccc(C(=O)N2CCCC(Nc3ccc4c(c3)OCCO4)C2)cc1 (configuration not stated) | 2 | nt | -4 | 2 | -14 | nt | -19 | -14 | 7 | 2 | 4
Cn1c(N)c(C(=O)COC(=O)CNC(=O)c2ccc(Cl)cc2Cl)c(=O)n(C)c1=O | -2 | -5 | 0 | 2 | 4 | nt | 9 | 4 | -9 | -6 | 11
O=C(CSc1nnc(-c2ccc(Br)cc2)n1CCc1ccccc1)NC1CCS(=O)(=O)C1 (configuration not stated) | -6 | -3 | 17 | 16 | -25 | 1 | 2 | -23 | 4 | 3 | 8
O=C(c1ccc(OC2CCN(C(=O)C3CC3)CC2)cc1)N(CCO)Cc1ccccc1 | 7 | 1 | -2 | 0 | -2 | -3 | 4 | -24 | 26 | 2 | 8
COc1ccc2c(c1)-c1c(sn(-c3ccccc3)c1=S)C(C)(C)N2 | 1 | -18 | -1 | 2 | 3 | -4 | 28 | 8 | 4 | 16 | 18
COC(=O)c1oc2ccc(Br)cc2c1NC(=O)CCCN1C(=O)c2ccccc2C1=O | nt | -6 | 0 | 4 | -2 | 3 | 9 | -9 | 37 | 7 | -7

Of the compounds above, 2 have two or more sulfur atoms.
SMILES | PDI turbidity | CaV13 FRET inh | Vif inh | KKLEB cytotox | CF NFkB block | NR2E3 ag-2 | HIF-2a block | NR2E3 ag-1 | Shn3 3UTR inh | TRPM1 prom inh | Peg3 prom inh
O=C(CSc1nnc(-c2ccc(Br)cc2)n1CCc1ccccc1)NC1CCS(=O)(=O)C1 (configuration not stated) | -6 | -3 | 17 | 16 | -25 | 1 | 2 | -23 | 4 | 3 | 8
COc1ccc2c(c1)-c1c(sn(-c3ccccc3)c1=S)C(C)(C)N2 | 1 | -18 | -1 | 2 | 3 | -4 | 28 | 8 | 4 | 16 | 18

Other results follow.
SMILES | PDI turbidity | CaV13 FRET inh | Vif inh | KKLEB cytotox | CF NFkB block | NR2E3 ag-2 | HIF-2a block | NR2E3 ag-1 | Shn3 3UTR inh | TRPM1 prom inh | Peg3 prom inh
COc1cccc(Cn2nnc(C(=O)Nc3ccc(C)cc3)c2N)c1 | nt | -2 | 9 | -2 | 7 | 2 | -64 | -13 | 10 | -22 | -37
Cc1cccc2cc(CN(CCN3CCOCC3)C(=O)Nc3ccccc3F)c(=O)[nH]c12 | -3 | -4 | -18 | -14 | -2 | -2 | 17 | 6 | 11 | 3 | 11
CON/C=C(\C=Nc1ccc(C(F)(F)F)cc1)c1ncc(C(F)(F)F)cc1Cl | 2 | -5 | -9 | 12 | -17 | -4 | 7 | 7 | -7 | 18 | 15
c1ccc(COc2nsnc2N2CCOCC2)cc1 | 0 | -8 | -3 | -5 | 14 | 4 | 11 | -24 | 7 | -1 | 1
COc1cc(C2=NOC(C(=O)N3CCCCCC3)C2)cc(OC)c1OC (configuration not stated) | 7 | -3 | 8 | -7 | 11 | 0 | 4 | 12 | -4 | -2 | -8
Cc1ccc(N/C=C2/Sc3ccccc3NC2=O)cc1 | -3 | -7 | -2 | -11 | 20 | 0 | -193 | 7 | -75 | -52 | -223
CN(C)C(=O)c1ccc(-c2n[nH]c(=O)c3ccccc23)cc1 | 1 | 0 | 0 | 13 | 16 | 0 | 15 | 5 | -5 | -8 | 1
COCc1cc(C)nc2sc(C(=O)Nc3ccc(OC)cc3)c(N)c12 | -1 | -13 | -1 | -2 | -14 | 2 | -218 | -24 | -28 | -76 | -129
CCOC(=O)C1=C(COC(=O)c2cccc(N(C)C)c2)NC(=O)NC1C (configuration not stated) | -11 | -4 | 1 | -12 | 31 | -3 | -149 | -85 | -126 | -75 | -210
CCCc1nn2c(=O)cc(CSCC(=O)Nc3nnc(CC)s3)nc2s1 | -7 | -8 | -5 | 8 | -2 | -1 | 1 | 6 | -8 | 16 | -3
CNC(=O)NC(=O)COC(=O)CCCSc1nc2ccccc2s1 | 1 | -3 | -1 | 9 | -13 | -1 | 64* | 17 | 20 | 21 | 10
O=C(NCCN1CCN(C(=O)c2cccs2)CC1)c1cccs1 | 2 | -8 | -7 | 9 | -6 | 2 | 9 | -8 | 7 | 7 | 10
COc1ccc(C2CC(c3cccs3)=NN2c2ccc(F)cc2)cc1OC (configuration not stated) | 3 | -54 | -1 | 14 | -5 | 5 | 4 | -21 | 1 | 13 | 1
O=c1c2ccccc2ccc2ccc(P(=O)(O)O)cc12 | -1 | -6 | -7 | 2 | -15 | 2 | 10 | -6 | 3 | 3 | 2
COc1ccc(/C=N/n2c(C)nc3c([nH]c4ccccc43)c2=O)cc1CN1CCCC(C)(C)C1 | 2 | -16 | -4 | -12 | 4 | 10 | -11 | -5 | 19 | 14 | -2
COc1ccc(CNc2ccc(C(=O)O)cc2)cc1 | 2 | -8 | -1 | -3 | 0 | -1 | -40 | -100 | -8 | -9 | -11
CN(CC(=O)NCc1ccccc1Cl)S(=O)(=O)c1cccs1 | -2 | -6 | 7 | -2 | -10 | 3 | -4 | -20 | -7 | 9 | 2
Cc1ccc(NC(=O)CN(C2=NC3CS(=O)(=O)CC3S2)c2ccccc2)cc1 (configuration not stated) | nt | 3 | 0 | 4 | 5 | nt | 12 | 12 | -87 | nt | 1
CC(=O)C(Cc1ccccc1)NC(=O)CN1CCN(Cc2ccccc2)CC1 (configuration not stated) | 3 | 1 | 2 | 14 | 0 | 7 | 14 | -9 | 13 | 11 | 5
O=C(Nc1cccc(F)c1)Nc1nnc([C@@H]2O[C@H](CO)[C@@H](O)[C@H]2O)s1 | -12 | -13 | -11 | -9 | 7 | nt | 8 | -14 | 4 | nt | 12
COc1ccc(N2CCN(C(=O)/C=C/[C@H]3O[C@@H](n4ccc(=O)[nH]c4=O)[C@H](O)[C@@H]3O)CC2)cc1 | nt | -4 | 3 | -4 | 3 | nt | 4 | -29 | 8 | nt | 0
